From PubChem
HP1b binding inh = inhibitors of HP1-beta chromodomain binding to methylated histone tails; AID 540317; P83916; Potency, µM (titrated, usually from 114 µM), without a hit: at the top dose activity change, negative = inhibition, hits mostly inhibitors; 0.56% of 390,000 active; AlphaScreen HP1-beta / biotin-H3K9me3 peptide binding; note: nearly all actives have a fitted effect of over 70% in size; inactives centre near 23
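AlphaScreen: HP1-beta (50 nM) preformed 30 min with biotin-H3(1-18)K9me3 peptide (50 nM) in PBS pH 7.4, 0.01% Tween-20. Compound added for 30 min at RT, then streptavidin donor/nickel chelate acceptor beads (10 ug/mL) for 30 min.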
POLI inh = DNA polymerase iota (human) inhibition; Pol iota fluorescent replication assay, 10 min; Potency, µM (highest dose often 115 µM), for the others: top-dose activity, negative = inhibition, most hits filed as inhibitors; 1% of 390,000 active
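Fluorescent replication assay read twice, at 0 min and 10 min after adding 50 nM (final) substrate. Enzyme (10 nM) and compounds were first incubated 15 min at room temperature; enzyme-free buffer wells were negative controls.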
G9a inh = blocks human histone lysine methyltransferase G9a | 8.8% of 350,000 active | Potency, µM (top dose mostly 102 µM), inactives show top-dose activity, negative = inhibition, usual class: inhibitors | G9a H3K9 monomethylation, AlphaScreen, 2 h | Q96KQ7; note: % is set by controls: 0 for no effect and ±100 for the full control effect; nearly all actives have a fitted effect of over 75% in size
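Chemiluminescent proximity detection of H3K9 monomethylation, read after 10 min bead incubation in the dark. Reaction: 20 nM G9a, 500 nM biotin-H3K9 peptide, 20 uM SAM cofactor, 2 h, room temperature, following 15 min enzyme-compound preincubation.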
BAZ2B block = inhibitors of human BAZ2B bromodomain; Q9UIF8; AlphaScreen BAZ2B-H3K14Ac peptide displacement; Potency, µM (series often up to 114 µM), for inactives: top-dose activity change, negative = inhibition, actives largely listed as inhibitors; 4.4% of 360,000 active; AID 504333; note: % is set by controls: 0 for no effect and ±100 for the full control effect; nearly all actives have a fitted effect of over 60% in size
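Compounds, titrated to a top concentration of 110 uM, were incubated 30 min at room temperature with preformed BAZ2B/acetyl-K14 H3 peptide complex (50 nM each). Proximity signal was measured by AlphaScreen after 20 min with beads.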
GLS inhibitor = inhibitors of human glutaminase (GLS) | O94925 | GLS enzymatic activity, qHTS titration | Potency, µM (highest dose often 45.5 µM), for inactives: at the top dose activity change, negative = inhibition, usual class: inhibitors | 0.21% of 410,000 active; note: % is set by controls: 0 for no effect and ±100 for the full control effect
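Coupled fluorescence readout: glutamate oxidase/HRP/Amplex Red detect glutamate formed by hKGA from L-glutamine (1 mM solution added). Buffer 45 mM KH2PO4 pH 8.2, 0.02% Tween-20; reads at t0 and 30 min RT.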
BLM inh = blocks DNA unwinding by human BLM helicase; P54132; recombinant BLM DNA unwinding, fluorescence dequenching; Potency, µM (top dose mostly 56.1 µM), inactives show top-dose activity change, negative = inhibition, hits mostly inhibitors; 0.2% of 350,000 active; AID 2528;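 note: plate controls were vehicle for no effect and no enzyme for full effect; nearly all actives have a fitted effect of over 35% in size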
Pin1 inh = human Pin1 inhibition; Q13526; Pin1 FP peptide displacement, HiFluor488, 10 min; Potency, µM (doses to about 115 µM), inactives show top-dose activity, negative = inhibition, actives largely listed as inhibitors; 0.009% of 390,000 active; AID 504891; active = well fitted inhibition curve with a large enough effect in the polarisation, with a control signal flat, not every such curve was filed as active; inconclusive = small, poorly fitted or top-dose-only effect, or effect the other way, or a change in a side signal; inactive = no such curve, though single readings can be large or run the other way; the % refers to the polarisation; note: % is set by controls: 0 for no effect and ±100 for the full control effect
Tb PGK inh = inhibitors of T. brucei phosphoglycerate kinase; PGK/GAPDH coupled, Kinase-Glo luminescence, 60 min; Potency, µM (doses to about 57.5 µM), inactives show at the top dose activity change, negative = inhibition, hits mostly inhibitors; 0.043% of 380,000 active; note: % is set by controls: 0 for no effect and ±100 for the full control effect; nearly all actives have a fitted effect of over 60% in size
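Recombinant glycosomal PGK reaction used 1,3-bisphosphoglycerate generated in-well by GAPDH (100nM final) in 100mM TEA pH 7.6, 5mM MgCl2, 0.01% Tween-20. After 60 minutes at room temperature, ATP was read by Kinase-Glo Plus luminescence end-point.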
JMJD2A Tudor = JMJD2A Tudor domain (human) inhibition; O75164; AlphaScreen JMJD2A-Tudor / H3K4me3 peptide binding; Potency, µM (highest dose often 114 µM), for inactives: at the top dose activity change, negative = inhibition, most hits filed as inhibitors; 4.4% of 390,000 active; AID 504339; note: % is set by controls: 0 for no effect and ±100 for the full control effect; nearly all actives have a fitted effect of over 50% in size
An asterisk follows results filed as active; i = inactive; ? = inconclusive; nt = not tested or not shown; [ ] = dose if it differs, or a comment. Unless noted, calls come from the whole dose curve; as a rule, active = well fitted curve in the direction sought with a large enough effect; inconclusive = small, poorly fitted or top-dose-only effect, or another doubt; inactive = no such curve, though single readings can be large; an effect the other way counts as inactive or inconclusive. Potency is the fitted concentration of half-maximal effect. A portion of the library; rates above refer to the full screens.

Results follow in this order: HP1b binding inh	POLI inh	G9a inh	BAZ2B block	GLS inhibitor	BLM inh	Pin1 inh	Tb PGK inh	JMJD2A Tudor
CN(C)/C=C/c1onc(-c2c(Cl)cccc2Cl)c1C#N
  4%	62%[activator]	4%	-29%	17%	-12%	25%	-6%	-17%
Cc1ccc(C)c(NC(=O)CN(C)C(=O)c2ccc3[nH]c4c(c3c2)CC(C)CC4)c1 (stereo not given)
  1%	5%	10%[0.501 µM]	?	7%	nt	-2%	4%	-17%
CSc1ccc(C(=O)N2CCC(CCC(=O)NCc3ccc(F)cc3)CC2)cc1
  38%	23%	19%[12.7 µM]	1%	-19%	-2%	-4%	-8%	-1%
O=S(=O)(c1ccc(SCCOc2cccc(Br)c2)nc1)N1CCCC1
  97%	8%	9%[12.7 µM]	25%	7%	nt	15%	0%	31%
O=C(NCc1ccc(Cl)cc1)c1ccc(-c2ccccc2C(F)(F)F)o1
  90%[activator]	25%	-5%	-6%	-1%	-17%	19%	-3%	21%
O=C(N/N=C/c1ccco1)c1cc(-c2ccc(Br)s2)[nH]n1
  26%	?	3%	-19%	0%	-7%	19%	-4%	-9%
CCCCc1nnc(SCC(=O)Nc2nccs2)n1CC
  24%	14%	14%	-1%	-1%	-1%	-1%	6%	11%
CC1CC(=O)Nc2ccccc2N1C(=O)CSc1ncnc2sccc12 (stereo not given)
  18%	19%	13%[59 µM]	10%	3%	nt	10%	-5%	-15%
Cc1ccc(S(=O)(=O)Nc2ccc(S(=O)(=O)NC(C)(C)C)cc2)cc1
  -9%	8%	-1%	?	13%	-6%	-2%	6%	-10%
O=C(Cn1cnc2c(nnn2Cc2ccccc2F)c1=O)OCc1ccccc1
  42%[activator]	-8%	-3%	-5%	1%	-3%	3%	-2%	-3%
CC(=O)Nc1ccc2c(c1)nc1n2CCN(C2CCCCC2)C1
  -3%	134%[activator]	10µM*	?	13%	-2%	1%	i	-29%
Cc1cccc(C)c1OCC(=O)NCc1nnc(SCC(=O)NC2CCCCC2C)n1C (stereo not given)
  2%	24%	?	-38%	2%	-8%	1%	-6%	-15%
Nc1sc(-c2ccccc2)c(Cc2ccccc2)c1C(=O)O
  ?	?	50µM*	nt	18%	-19%	0%	-1%	?
O=C(COc1ccc2ccccc2c1Br)N1CCOCC1
  33%	5%	-22%[59 µM]	-3%	-3%	4%	-8%	-2%	15%
CCOC(=O)c1c(-c2ccc(OC)cc2)csc1/N=C/N(C)C
  6%	14%	2%[59 µM]	-37%	-5%	0%	6%	i	-14%
CCCCCc1c(O)nc(SCC(=O)NCC2CCCO2)[nH]c1=O (stereo not given)
  -3%	0%	?	-3%	51%[activator]	-9%	-8%	0%	-12%[11.4 µM]
CS(=O)(=O)N(CC(=O)NCCc1ccccc1)c1cccc([N+](=O)[O-])c1
  15%	-7%	8%	-11%	3%	0%	7%	-5%	-14%
CCOC(=O)c1cnc(-n2nc(C)cc2C)nc1N1CC(C)OC(C)C1 (stereo not given)
  27%	23%	nt	nt	nt	nt	-3%	5%	2%
CCOc1ccc(S(=O)(=O)NCc2ccncc2)cc1NC(=O)c1ccccc1
  15%	19%	56µM*	3%	7%	nt	-1%	-9%	-14%
FC(F)C(F)(F)C1=CC(c2cccs2)=NCCN1
  -10%	?	-20%[12.7 µM]	-2%	2%	-3%	0%	-1%	-7%[11.4 µM]
N#C/C(=C\c1ccc(Cl)cc1)c1nc2ccccc2[nH]1
  29%	41%[activator]	30%[59 µM]	-8%	10%	-6%	33%[activator]	-12%	-35%
Cc1cc(C)c(S(C)(=O)=O)c(=O)[nH]1
  18%	6%	13%	2%	9%	-2%	6%	-5%	-6%
CCOc1ccccc1CNCCOC
  18%	50%[activator]	nt	-13%	2%	2%	-5%	0%	3%
CCOC(=O)C1CCN(C(=O)c2ccc(OCC(=O)Nc3ccc(OCC)cc3)c(OC)c2)CC1
  1%	?	-5%	9%	6%	nt	-2%	i	-12%
COc1ccc(-c2nc3ccc(NC(=O)COC(C)=O)cc3c(=O)n2Cc2ccccc2)cc1COc1ccc(NC(C)=O)cc1
  -3%	?	nt	nt	nt	nt	1%	nt	79µM*
CCOC(=O)N1CCC(NC(=O)C2=C(C)C(=O)OC23CCC(C)CC3)CC1 (stereo not given)
  23%	-15%	3%[59 µM]	0%	13%	1%	5%	-4%	-8%
Cc1cccc(OCC(=O)NCC(=O)N/N=C/c2cc(Br)ccc2OCc2ccccc2)c1
  32%	29%	?	-8%	0%	-4%	-2%	-7%	-22%
Cc1cccc(NC(=O)CSc2nc3c([nH]c4ccccc43)c(=O)n2-c2cc(C)cc(C)c2)c1
  22%[57 µM]	-6%	2%[59 µM]	4%	1%	-2%	0%	9%	-2%
S=c1[nH]nc(-c2cccnc2)n1/N=C/C(Cl)=C\c1ccccc1
  6%	14%	0.89µM*	-3%	-18%	-6%	-2%	-10%	?
COc1cccc(/C=N/NC(=O)C(=O)NCc2cccnc2)c1OC
  4%	132%[activator]	-9%	-17%	2%	-1%	-1%	-6%	-9%

Next part, starting with the last 4 of the part before.
Results follow in this order: HP1b binding inh	POLI inh	G9a inh	BAZ2B block	GLS inhibitor	BLM inh	Pin1 inh	Tb PGK inh	JMJD2A Tudor
Cc1cccc(OCC(=O)NCC(=O)N/N=C/c2cc(Br)ccc2OCc2ccccc2)c1
  32%	29%	?	-8%	0%	-4%	-2%	-7%	-22%
Cc1cccc(NC(=O)CSc2nc3c([nH]c4ccccc43)c(=O)n2-c2cc(C)cc(C)c2)c1
  22%[57 µM]	-6%	2%[59 µM]	4%	1%	-2%	0%	9%	-2%
S=c1[nH]nc(-c2cccnc2)n1/N=C/C(Cl)=C\c1ccccc1
  6%	14%	0.89µM*	-3%	-18%	-6%	-2%	-10%	?
COc1cccc(/C=N/NC(=O)C(=O)NCc2cccnc2)c1OC
  4%	132%[activator]	-9%	-17%	2%	-1%	-1%	-6%	-9%
CCN(c1ccccc1)S(=O)(=O)c1ccc(Cl)c(NC(=O)CSc2nnc(C)s2)c1
  6%[57 µM]	-5%	-33%	-11%	0%	-7%	13%	-6%	-13%
NC(=S)NN=C1CCCCCCCC1
  17%	15%	nt	nt	3%	nt	-5%	-7%	-15%
O=C(Cn1cc(SCc2ccccc2Cl)c2ccccc21)N1CCCCCC1
  40%[activator]	3%	-3%[59 µM]	-23%	-12%	-12%	0%	10%	0%
Cc1ccc2oc(-c3ccco3)cc(=O)c2c1
  28%	81%[activator]	2%	-16%	-5%	-2%	11%	-1%	11%
CC[C@@]1(C(=O)OC)N[C@H](CN(C)C(=O)Nc2ccc(C(F)(F)F)cc2)[C@@H]2C(=O)N(C)C(=O)[C@@H]21
  50%[activator]	6%	nt	nt	-3%	nt	-10%	3%	-5%
Oc1ccccc1C1OCC2(CO1)COC(c1ccccc1O)OC2 (stereo not given)
  44%[activator]	-13%	6%[59 µM]	10%	-3%	2%	2%	i	-6%
Cc1nn2c(=O)cc(COC(=O)c3cccc(NC(=O)c4ccc(F)cc4)c3)nc2s1
  23%	-13%	1%[59 µM]	1%	0%	-11%	2%	-8%	-18%
CC1(C)SC2C(C(=O)O)N=C(Cc3ccccc3)N2C1C(=O)O (stereo not given)
  71%[activator]	4%	nt	nt	16µM*	nt	nt	-6%	?
CC(=NNC(=O)CCC(=O)Nc1ccccc1Cl)c1ccco1
  29%	22%	nt	nt	-4%	nt	-1%	5%	-7%
COc1cc(OC)c2c(C)c(CC(=O)N3CCCCC3)c(=O)oc2c1
  15%	7%	2%[59 µM]	-1%	0%	-1%	2%	12%	-11%
Cc1cccc2c1NC(=O)C21OCC(CO)([N+](=O)[O-])CO1 (stereo not given)
  34%	22%	-1%	9%	-8%	-9%	-2%	-7%	-10%
CCOc1ccc(N2CSC(=S)N(c3ccc(OCC)cc3)C2)cc1
  4%	4%	-7%	-24%	8%	2%	-4%	5%	-23%
Nc1nc2ccccc2n1/N=C/c1ccc([N+](=O)[O-])s1
  97%[activator]	163%[activator]	-1%[59 µM]	-30%	3%	-11%	-9%	-10%	-15%
Cc1ccc(S(=O)(=O)N2CCCC2C(=O)OCc2nc3sc(C)c(C)c3c(=O)[nH]2)cc1 (stereo not given)
  45%[activator]	4%	2%[59 µM]	-24%	4%	-6%	34%[activator]	-1%	-18%[57.1 µM]
Cc1ccc(Cl)cc1N1CCN(CC(=O)NC2CCCc3ccccc32)CC1 (stereo not given)
  17%	-21%	6%[59 µM]	-33%	1%	-14%	5%	i	-22%
COc1cccc(C(=O)NCCS(=O)(=O)NC(C)CCc2ccccc2)c1 (stereo not given)
  5%	14%	9%[0.501 µM]	13%	4%	nt	3%	-4%	-13%
Cc1cccc(S(=O)(=O)c2c(N)n(-c3ccccc3)c3nc4ccccc4nc23)c1
  73%[activator]	-12%	14%[59 µM]	-2%	-4%	-7%	-2%	-8%	-5%
Cc1cc(C(=O)NC2CCCC2)c2ccccc2n1
  2%	-11%	-9%	-8%	0%	-2%	-4%	-4%	-8%
COc1ccc(Cl)cc1N(CC(=O)NC1CC1)S(=O)(=O)c1ccc(C)c([N+](=O)[O-])c1
  30%	19%	5%	-19%	0%	-6%	4%	6%	-11%
CCCNC(=O)NC(=O)COc1ccc2oc3ccccc3c2c1
  20%	0%	-4%[12.7 µM]	-14%	-1%	-2%	4%	0%	-21%[11.4 µM]
Cc1cccc(N2CCN(C(=O)CNC(=O)c3cccc([N+](=O)[O-])c3)CC2)c1C
  0%	50%[activator]	15%	-1%	-2%	0%	-5%	-2%	-22%
O=C(CN1CCCCC1)Nc1ccc(N2CCCCCC2)cc1
  ?	28%	18µM*	14µM*	31%[activator]	2%	1%	0%	50µM*
CCOCCCNC(=S)NNC(=O)CCn1nc(C)c(Br)c1C
  62%[activator]	14%	27%[59 µM]	9%	23%	-5%	0%	-5%	-6%
COc1ccc(C(=O)N2CCN(C(=O)CC(C)C)CC2)cc1OC
  13%	-3%	?	0%	15%	-2%	-11%	2%	-7%
